L3MBTL1 inh = L3MBTL1 (human) inhibition. AlphaScreen L3MBTL1–H3K9me1 peptide binding. Potency, µM (titrated, usually from 57.1 µM), inactives show at the top dose activity, negative = inhibition, most hits filed as inhibitors. hit rate 0.66% among 230,000. AID 485360; further: nearly all actives have a fitted effect of over 60% in size
Target sequence (Q9Y468 whole entry, looked up): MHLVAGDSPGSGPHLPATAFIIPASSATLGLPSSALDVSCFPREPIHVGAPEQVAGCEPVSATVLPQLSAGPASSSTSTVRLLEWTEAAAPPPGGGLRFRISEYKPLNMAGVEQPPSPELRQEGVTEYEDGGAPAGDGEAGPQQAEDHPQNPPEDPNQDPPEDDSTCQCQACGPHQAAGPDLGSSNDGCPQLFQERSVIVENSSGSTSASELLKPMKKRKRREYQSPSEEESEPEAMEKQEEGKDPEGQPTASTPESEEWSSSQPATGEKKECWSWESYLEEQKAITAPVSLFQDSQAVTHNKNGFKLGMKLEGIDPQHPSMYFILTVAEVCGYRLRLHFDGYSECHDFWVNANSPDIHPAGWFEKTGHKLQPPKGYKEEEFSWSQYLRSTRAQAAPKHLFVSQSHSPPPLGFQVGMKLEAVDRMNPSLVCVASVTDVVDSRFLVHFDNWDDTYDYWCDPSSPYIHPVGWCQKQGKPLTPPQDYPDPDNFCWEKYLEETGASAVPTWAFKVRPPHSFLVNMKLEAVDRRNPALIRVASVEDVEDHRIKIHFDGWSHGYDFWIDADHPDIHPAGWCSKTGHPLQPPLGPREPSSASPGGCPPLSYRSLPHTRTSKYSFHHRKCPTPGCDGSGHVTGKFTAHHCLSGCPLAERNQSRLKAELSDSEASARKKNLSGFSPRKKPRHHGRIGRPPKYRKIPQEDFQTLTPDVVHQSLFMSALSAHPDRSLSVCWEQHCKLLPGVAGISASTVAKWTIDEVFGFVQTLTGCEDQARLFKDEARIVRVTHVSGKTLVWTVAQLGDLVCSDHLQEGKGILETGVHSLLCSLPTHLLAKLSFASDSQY
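AlphaScreen assay: L3MBTL1 (50 nM final) was preincubated 30 min at room temperature with biotinylated H3(1-15)K9me1 peptide (75 nM final), then 30 min with library compounds; streptavidin donor and nickel chelate acceptor beads (10 ug/mL final) added, 30 min dark.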
Tau ThT inhib = blocks human tau fibril formation measured by thioflavin T | recombinant tau K18 P301L (four-repeat tau fragment), heparin-induced fibrillization, ThT fluorescence | Potency, µM (highest dose often 57.4 µM), inactives show top-dose activity, negative = inhibition, hits mostly inhibitors | hit rate 2.1% among 270,000 | AID 1460; further: nearly all actives have a fitted effect of over 55% in size
Target sequence (P10636 561-689 P618L limits assumed): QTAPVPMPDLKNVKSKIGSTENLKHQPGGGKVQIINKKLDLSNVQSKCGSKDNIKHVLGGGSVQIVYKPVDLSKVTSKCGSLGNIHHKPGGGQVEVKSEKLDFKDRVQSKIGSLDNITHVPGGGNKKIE
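Tau K18 P301L fragment (15 uM unlabeled plus 0.24 uM Alexa 594-labeled) in 100 mM sodium acetate pH 7 with compound, fibrillization induced by 20 uM heparin for 6 hr at 37 C. Thioflavin T (30 uM) added, fluorescence read after 1 hr (ex 450, em 510 nm).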
TexasRed fluor = alters Texas Red total fluorescence, flagging assay interference; TRb/SRC2 Texas Red total fluorescence interference; Potency, µM (series often up to 106 µM), for the others: at the highest dose fluorescence change, negative = quenching; hit rate 0.29% among 280,000; AID 1479; active means well fitted curve in either direction with a large enough effect; inconclusive means small, poorly fitted or top-dose-only effect
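Human TRβ ligand-binding domain (0.6 uM) and Texas Red SRC2 peptide (20 nM) in Tris buffer with 1 uM T3 and 5% DMSO were incubated with pinned compound for 5 hr at ambient temperature. Total fluorescence was computed as S + 2P (555/632 nm).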
RECQ1 helicase = inhibitors of human RECQ1 DNA helicase; RECQ1 DNA unwinding, red fluorescence kinetic read; P46063; hit rate 0.54% among 240,000; Potency, µM (highest dose often 57.3 µM), for inactives: at the top dose activity, negative = inhibition, usual class: inhibitors;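 further: plate controls were vehicle for no effect and no enzyme for full effect; nearly all actives have a fitted effect of over 30% in size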
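50 nM RECQ1T1 preincubated 15 min with compound in Tris pH 8.0 buffer with MgCl2, DTT, Tween-20 and 2.5 ug/ml poly(dI-dC); started with 200 nM TAMRA/BHQ-2 forked duplex and 2 mM ATP. Unwinding read as fluorescence (525/598 nm), two reads 2 h apart.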
TRb-SRC2 inh = TRbeta-SRC2 interaction inhibition | Potency, µM (titrated, usually from 106 µM), without a hit: at the top dose activity change, negative = inhibition, actives largely listed as inhibitors | AID 1469 | hit rate 0.065% among 280,000 | TRbeta-SRC2 peptide binding, fluorescence polarization; receptor liganded with 1 µM T3 | P10828;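 further: plate controls were bound peptide for no effect and peptide without receptor for full effect; nearly all actives have a fitted effect of over 50% in size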
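Read-out is fluorescence polarization (555 nm excitation, 632 nm emission) of a Texas Red SRC2 coactivator peptide; loss of signal reflects blocked binding to human TRb ligand-binding domain in the presence of 1 uM T3.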
GoLoco inh red = blocks human Gai1 binding to RGS12 GoLoco peptide, red readout; Gai1:RGS12 GoLoco peptide FP, rhodamine, 10 min; Potency, µM (top dose mostly 61.6 µM), without a hit: top-dose activity, negative = inhibition, actives largely listed as inhibitors; P63096; hit rate 0.44% among 230,000; active means well fitted inhibition curve with a large enough effect, not every such curve was filed as active; inactive means no such curve, though single readings can be large or run the other way; further: nearly all actives have a fitted effect of over 30% in size; many of its hits are not listed in these tables
JMJD2E inh = blocks human JMJD2E demethylase activity; hit rate 1.6% among 230,000; JMJD2E catalytic domain, FDH-coupled NADH fluorescence (FDH is formaldehyde dehydrogenase); B2RXH2; Potency, µM (series often up to 57.1 µM), for inactives: at the highest dose activity change, negative = inhibition, hits mostly inhibitors; active means well fitted inhibition curve with a large enough effect, not every such curve was filed as active; inconclusive means small, poorly fitted or top-dose-only effect, or another doubt; inactive means no such curve, though single readings can be large or run the other way;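 further: 0% = wells with enzyme and -100% = buffer wells without enzyme; nearly all actives have a fitted effect of over 50% in size; many of its hits are not listed in these tables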
Tau FP inhib = inhibitors of human tau fibril formation; K18 P301L tau heparin fibrillization, Alexa594 FP, 6 h; hit rate 0.39% among 280,000; Potency, µM (doses to about 57.7 µM), for inactives: at the highest dose activity, negative = inhibition, hits mostly inhibitors; further: nearly all actives have a fitted effect of over 55% in size
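Human tau K18 […] P301L fragment, 15 uM unlabeled plus 0.24 uM Alexa 594-labeled tau (final), with compound and 20 uM heparin in 100 mM sodium acetate pH 7; 6 hr at 37 C, then Alexa 594 FP read.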
The depositor's hits bear a star; & = joins results of further samples; [ ] = dose if it differs, or a comment. Unless noted, the call rests on the fitted dose curve; in most records, active means well fitted curve in the direction sought with a large enough effect; inconclusive means small, poorly fitted or top-dose-only effect, or another doubt; inactive means no such curve, though single readings can be large; an effect the other way counts as inactive or inconclusive. Unless noted, on the % scale 0 is the no-effect control and ±100 the full control effect; potency means the concentration at half of the fitted maximal effect. Some of the compounds tested, so the mix of outcomes need not match the whole.

Results for COc1ccccc1CN=C1NC(=O)C(CC(=O)Nc2ccc(C(C)=O)cc2)S1 (stereo unspecified) ?
L3MBTL1 inh: -20%; Tau ThT inhib: -5%; TexasRed fluor: -2%; RECQ1 helicase: -11%; TRb-SRC2 inh: 0%; GoLoco inh red: 8%; JMJD2E inh: 1%; Tau FP inhib: -2%

Results for O=C(Oc1ccc[nH]c1=O)c1cccc(Cl)c1 ?
L3MBTL1 inh: 0%; Tau ThT inhib: -4%; TexasRed fluor: -3%; RECQ1 helicase: -5%; TRb-SRC2 inh: -3%; GoLoco inh red: -6%; JMJD2E inh: inconclusive; Tau FP inhib: 6%

Results for O=C(CSc1nnc2ccccn12)Nc1ccc(S(=O)(=O)N2CCOCC2)cc1 ?
L3MBTL1 inh: 11%; Tau ThT inhib: 1%; TexasRed fluor: -1%; RECQ1 helicase: -17%; TRb-SRC2 inh: -4%; GoLoco inh red: 14%; JMJD2E inh: -2%; Tau FP inhib: -3%

What do the screens show for `Cn1c(SCC(=O)N2CCOCC2)ncc(C(=O)Nc2ccc(F)cc2)c1=O`?
Tau ThT inhib: inconclusive; TexasRed fluor: 0%; TRb-SRC2 inh: -2%; Tau FP inhib: -3%

Results for CC1CCc2nc3ccc(S(=O)(=O)N4CCC(C(=O)N5CCCCCC5)CC4)cc3c(C(=O)O)c2C1 (stereo unspecified) ?
Tau ThT inhib: -9%; TexasRed fluor: 3%; RECQ1 helicase: -17%; TRb-SRC2 inh: 3%; GoLoco inh red: 2%; JMJD2E inh: -17%; Tau FP inhib: 3%

How did CCCC(=O)Nc1cc2c(cc1C(=O)c1ccccc1)OCCO2 do in these assays?
L3MBTL1 inh: -3%; Tau ThT inhib: -11%; TexasRed fluor: 1%; RECQ1 helicase: -5%; TRb-SRC2 inh: -14%; GoLoco inh red: 1%; JMJD2E inh: 7%; Tau FP inhib: 5%

How did CCSc1nc2ccccc2n1Cc1nc(N)nc(N(C)C)n1 do in these assays?
L3MBTL1 inh: -7%; Tau ThT inhib: 1%; TexasRed fluor: -1%; RECQ1 helicase: -8%; TRb-SRC2 inh: 13%; GoLoco inh red: -8%; JMJD2E inh: -4%; Tau FP inhib: 2%

What do the screens show for `Cc1ccc(SCC2(O)CCN(S(=O)(=O)c3ccc(Cl)cc3)CC2)cc1`?
L3MBTL1 inh: 0%; Tau ThT inhib: -7%; TexasRed fluor: -2%; RECQ1 helicase: -9%; TRb-SRC2 inh: 2%; GoLoco inh red: 5%; JMJD2E inh: 1%; Tau FP inhib: 3%

Results for CCOc1ccc(CCNC(=O)c2cc3cc4cc(OC)ccc4nc3s2)cc1OCC ?
Tau ThT inhib: inconclusive; TexasRed fluor: -2%; TRb-SRC2 inh: 4%; Tau FP inhib: -16%

What do the screens show for `CC(C)c1cnc2c(c1SCC(=O)NCc1ccccc1Cl)c(=O)n(C)c(=O)n2C`?
Tau ThT inhib: -5%; TexasRed fluor: 0%; TRb-SRC2 inh: -8%; Tau FP inhib: -5%

How did CC(C)=O do in these assays?
TexasRed fluor: -1%; RECQ1 helicase: -2%; TRb-SRC2 inh: -2%; GoLoco inh red: 0%

What do the screens show for `CCn1c(CCNC(=O)c2cccs2)nnc1SCC(=O)NC1CCCCC1`?
L3MBTL1 inh: 6%; Tau ThT inhib: 4%; TexasRed fluor: -1%; RECQ1 helicase: -1%; TRb-SRC2 inh: 5%; GoLoco inh red: 9%; JMJD2E inh: 3%; Tau FP inhib: 1%

A section of the results above, as a working copy:
How did CCCC(=O)Nc1cc2c(cc1C(=O)c1ccccc1)OCCO2 do in these assays?
L3MBTL1 inh: -3%; Tau ThT inhib: -11%; TexasRed fluor: 1%; RECQ1 helicase: -5%; TRb-SRC2 inh: -14%; GoLoco inh red: 1%; JMJD2E inh: 7%; Tau FP inhib: 5%

How did CCSc1nc2ccccc2n1Cc1nc(N)nc(N(C)C)n1 do in these assays?
L3MBTL1 inh: -7%; Tau ThT inhib: 1%; TexasRed fluor: -1%; RECQ1 helicase: -8%; TRb-SRC2 inh: 13%; GoLoco inh red: -8%; JMJD2E inh: -4%; Tau FP inhib: 2%

Remaining list, next part:
What do the screens show for `O=C(COc1ccccc1-c1ccccc1)NCc1ccco1`?
L3MBTL1 inh: -20%; Tau ThT inhib: -1%; TexasRed fluor: 4%; RECQ1 helicase: 25%; TRb-SRC2 inh: -1%; GoLoco inh red: 15%; JMJD2E inh: -9%; Tau FP inhib: -15%

What do the screens show for `Cc1cc(C)n2nc[n+](C)c2n1`?
L3MBTL1 inh: -3%; Tau ThT inhib: -5%; TexasRed fluor: 21%; RECQ1 helicase: -1%; TRb-SRC2 inh: 26%; GoLoco inh red: 18%; JMJD2E inh: -8%; Tau FP inhib: -2%

How did COc1cccc(C2=NS(=O)(=O)N(C)C(C(=O)Nc3cccc(O)c3)=C2)c1 do in these assays?
Tau ThT inhib: -13%; TexasRed fluor: 1%; TRb-SRC2 inh: -1%; Tau FP inhib: -10%

How did O=C(Oc1ccc(OC(=O)N2CCCCC2)cc1)N1CCCCC1 do in these assays?
L3MBTL1 inh: 5%; Tau ThT inhib: 3%; TexasRed fluor: 1%; RECQ1 helicase: inactive; TRb-SRC2 inh: -9%; GoLoco inh red: 3%; JMJD2E inh: 7%; Tau FP inhib: 1%

Results for Cc1noc(C)c1CS(=O)(=O)c1ccc(Br)cc1 ?
L3MBTL1 inh: 10%; Tau ThT inhib: 4%; TexasRed fluor: 1%; RECQ1 helicase: -15%; TRb-SRC2 inh: -6%; GoLoco inh red: -6%; JMJD2E inh: 1%; Tau FP inhib: -4%

Results for Cc1c(C#N)c(O)n(CCO)c(=O)c1N=Nc1ccccc1 ?
L3MBTL1 inh: 2%; Tau ThT inhib: 13µM*; TexasRed fluor: -3%; RECQ1 helicase: -3%; TRb-SRC2 inh: -3%; GoLoco inh red: -10%; JMJD2E inh: -11%; Tau FP inhib: -3%

What do the screens show for `O=c1cc(O)nc[nH]1`?
Tau ThT inhib: -2%; TexasRed fluor: 2%; RECQ1 helicase: -2%; TRb-SRC2 inh: 1%; GoLoco inh red: 7%; JMJD2E inh: 5%; Tau FP inhib: -9%

Results for COc1ccc(OC(=O)c2cn(C)nc2C(F)(F)F)cc1 ?
Tau ThT inhib: -10%; TexasRed fluor: -4%; RECQ1 helicase: -4%; TRb-SRC2 inh: -12%; GoLoco inh red: 6%; JMJD2E inh: 8%; Tau FP inhib: -4%

Results for O=C(O)CC12C[C@H]3C[C@@H](C1)CC(n1ncc(N4CCN(c5ccccc5)CC4)c(Cl)c1=O)(C3)C2 ?
L3MBTL1 inh: 6%; Tau ThT inhib: -7%; TexasRed fluor: 1%; RECQ1 helicase: -6%; TRb-SRC2 inh: -10%; GoLoco inh red: 121%[activator]; JMJD2E inh: -8%; Tau FP inhib: -3%

Results for CCC(CCC(=O)Nc1ccn(-c2ccccc2)n1)C(=O)O (stereo unspecified) ?
Tau ThT inhib: 6%; TexasRed fluor: -7%; RECQ1 helicase: -6%; TRb-SRC2 inh: -4%; GoLoco inh red: -20%; JMJD2E inh: 5%; Tau FP inhib: 2%

What do the screens show for `CCc1cc(C(=O)COc2ccccc2F)c(O)cc1O`?
L3MBTL1 inh: -7%; Tau ThT inhib: inconclusive; TexasRed fluor: -4%; RECQ1 helicase: -13%; TRb-SRC2 inh: -4%; GoLoco inh red: 20%; JMJD2E inh: 8%; Tau FP inhib: -20%

Results for COc1ccc(NC(=O)c2cc3nc(-c4ccc(C)c(C)c4)cc(C(F)(F)F)n3n2)cc1 ?
Tau ThT inhib: inconclusive; TexasRed fluor: 6%; TRb-SRC2 inh: 1%; Tau FP inhib: 3%

How did O=C1CCCN2N=C(SCC(=O)Nc3nc4ccccc4s3)SC2=N1 do in these assays?
L3MBTL1 inh: -13%; Tau ThT inhib: -9%; TexasRed fluor: -2%; RECQ1 helicase: -7%; TRb-SRC2 inh: 1%; GoLoco inh red: 10%; JMJD2E inh: -7%; Tau FP inhib: -3%

Results for CCOC(=O)Cn1cnc2sc(C(=O)OC)c(C)c2c1=O ?
L3MBTL1 inh: 9%; Tau ThT inhib: 5%; TexasRed fluor: -2%; RECQ1 helicase: -12%; TRb-SRC2 inh: 1%; GoLoco inh red: 13%; JMJD2E inh: -4%; Tau FP inhib: 8%

Results for Cc1cc(C(=O)NCCC2=CCCCC2)no1 ?
L3MBTL1 inh: 5%; Tau ThT inhib: -7%; TexasRed fluor: -4%; RECQ1 helicase: inactive; TRb-SRC2 inh: 0%; GoLoco inh red: 9%; JMJD2E inh: -1%; Tau FP inhib: -1%

Results for COC(=O)C1=C(C)NC(C)=C(C(=O)OC)C1C(=O)OC(C)C(=O)c1ccccc1 (stereo unspecified) ?
L3MBTL1 inh: 4%&-2%; Tau ThT inhib: 13%; TexasRed fluor: -2%; RECQ1 helicase: inactive; TRb-SRC2 inh: -11%; GoLoco inh red: 6%; JMJD2E inh: inconclusive; Tau FP inhib: -1%

How did Cc1ccc(-c2cn3c(n2)sc2cc(C(=O)NCc4cccs4)ccc23)cc1 do in these assays?
Tau ThT inhib: -11%; TexasRed fluor: 3.2µM*[quencher]; TRb-SRC2 inh: -15%; Tau FP inhib: 1%

What do the screens show for `CCCCn1c(C)csc1=Nc1cccnc1`?
L3MBTL1 inh: -12%; Tau ThT inhib: -10%; TexasRed fluor: -2%; RECQ1 helicase: -10%; TRb-SRC2 inh: -7%; GoLoco inh red: -3%; JMJD2E inh: 4%; Tau FP inhib: 4%

What do the screens show for `Cc1ccc(C2C(C#N)=C(N)Oc3n[nH]c(-c4cccs4)c32)cc1` (stereo unspecified)?
L3MBTL1 inh: -2%; Tau ThT inhib: inconclusive; TexasRed fluor: 1%; RECQ1 helicase: -5%; TRb-SRC2 inh: -8%; GoLoco inh red: 0%; JMJD2E inh: 7.1µM*; Tau FP inhib: -5%

How did CC(=O)Oc1ccc(C(=O)[C@H]2[C@H]3C(=O)N(c4ccc5ccccc5c4)C(=O)[C@H]3[C@@H]3C=CC=NN32)cc1 do in these assays?
L3MBTL1 inh: -7%; Tau ThT inhib: inconclusive; TexasRed fluor: -26%; RECQ1 helicase: 32µM*; TRb-SRC2 inh: -1%; GoLoco inh red: 24%; JMJD2E inh: inconclusive; Tau FP inhib: -13%
